# Source: PubChem (Sanford-Burnham Center for Chemical Genomics)
# hIAP act – human IAP activators, primary screen, biochemical, luminescence, uHTS. purified human IAP, CDP-Star luminescence, 30 min; stronger effect = higher value; 1 = vehicle-only enzyme, 0 = enzyme-free background. activation factor at 10 µM. 330,000 compounds, 0.16% hits. AID 2524, 2010;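 active = activation factor of the enzyme at least 2-fold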; note: the source names both 10 and 20 µM as test concentration; values of inactives mirror those of a sister screen read the other way
# Target sequence (P09923 whole entry, looked up): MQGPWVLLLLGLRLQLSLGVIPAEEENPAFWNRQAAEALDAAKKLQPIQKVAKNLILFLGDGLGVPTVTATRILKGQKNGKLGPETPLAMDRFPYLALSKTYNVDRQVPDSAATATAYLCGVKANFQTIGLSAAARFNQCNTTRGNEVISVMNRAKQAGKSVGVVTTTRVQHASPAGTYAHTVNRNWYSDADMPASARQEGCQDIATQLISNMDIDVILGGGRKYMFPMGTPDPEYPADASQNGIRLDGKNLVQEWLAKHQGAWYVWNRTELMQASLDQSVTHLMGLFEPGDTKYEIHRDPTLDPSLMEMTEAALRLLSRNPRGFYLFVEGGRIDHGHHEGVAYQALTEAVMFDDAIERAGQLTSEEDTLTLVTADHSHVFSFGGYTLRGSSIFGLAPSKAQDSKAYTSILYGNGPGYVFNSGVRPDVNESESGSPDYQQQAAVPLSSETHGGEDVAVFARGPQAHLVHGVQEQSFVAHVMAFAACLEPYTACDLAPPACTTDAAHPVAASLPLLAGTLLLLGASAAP
# ATG4B inh – ATG4B protease inhibitors, primary screen, biochemical, fluorescence, uHTS. Cysteine protease ATG4B (Homo sapiens), Q9Y4P1. 340,000 compounds, 0.51% hits. inhibition, % at 8.33 µM. ATG4B cleavage of LC3-PLA2, NBD-HPC fluorescence, 1 h; in the data active = inhibition above about 40%
# Target sequence (Q9Y4P1 whole entry, looked up): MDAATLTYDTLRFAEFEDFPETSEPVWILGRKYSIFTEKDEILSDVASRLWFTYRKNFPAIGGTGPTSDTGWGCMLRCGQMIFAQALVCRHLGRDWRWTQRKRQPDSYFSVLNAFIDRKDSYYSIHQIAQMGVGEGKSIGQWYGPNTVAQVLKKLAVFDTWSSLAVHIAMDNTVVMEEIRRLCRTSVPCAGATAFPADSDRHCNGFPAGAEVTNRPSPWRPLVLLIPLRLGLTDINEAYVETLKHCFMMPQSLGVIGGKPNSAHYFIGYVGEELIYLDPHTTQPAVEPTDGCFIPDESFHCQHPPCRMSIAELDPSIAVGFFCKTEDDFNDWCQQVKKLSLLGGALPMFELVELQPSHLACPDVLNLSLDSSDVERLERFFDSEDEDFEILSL
# MIN6 prolif – inducers of MIN6 beta-cell proliferation, primary screen, ATP luminescence, uHTS. proliferation, % at 10 µM. 330,000 compounds, 0.29% hits. MIN6 cells proliferation, ATPlite luminescence, 48 h; cells starved in 0.2% serum; 100% = growth in 10% serum. AID 2380, 2010;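 active = compounds whose signal lies at least 3.5 SD above the mean of all wells on their plate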;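 note: 0% = DMSO-treated cells in low-serum medium and 100% = 10% serum control; some compounds called inactive have numbers as strong as hits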
# APOBEC3G inh – APOBEC3G DNA deaminase inhibitors, primary screen, biochemical, fluorescence, single-stranded DNA substrate, uHTS; DNA dC->dU-editing enzyme APOBEC-3G (Homo sapiens), Q9HC16; inhibition, % at 20 µM; 330,000 compounds, 0.28% hits; recombinant A3G, ssDNA deamination FAM/TAMRA fluorescence; AID 493012, 2011;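 active = inhibition of at least 40% at 20 µM, with no more than 30% in the related APOBEC3A deaminase screen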;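 note: plate controls were DMSO wells with A3G for no effect and wells lacking A3G enzyme for full effect; some compounds called inactive have numbers as strong as hits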
# hIAP block – human IAP inhibitors, primary screen, biochemical, luminescence, uHTS; Intestinal-type alkaline phosphatase (Homo sapiens), P09923; purified IAP, CDP-Star luminescence, 30 min; inhibition, % at 10 µM; 330,000 compounds, 0.12% hits; AID 2544, 2010;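 active = inhibition reaching a set limit with compound at 10 µM in the primary screen, cut at about 35% in these data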;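 note: plate controls were DMSO wells with enzyme for no effect and no-enzyme buffer wells for full effect; values of inactives mirror those of a sister screen read the other way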
# mIAP act – activators of mouse IAP, primary screen, biochemical, luminescence, uHTS | intestinal alkaline phosphatase [Mus musculus] | muIAP, CDP-Star luminescence, 30 min; stronger effect = higher value; 1 = vehicle-only enzyme signal, 0 = enzyme-free wells | activation factor at 10 µM | 330,000 compounds, 0.24% hits | AID 2805, 2010;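 active = activation factor of at least 2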; note: the source names both 10 and 20 µM as test concentration; values of inactives mirror those of a sister screen read the other way
#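 also added = chemiluminescent substrate CDP-Star | test system = mouse IAP enzyme | signal = chemiluminescence readout | compound = DMSO-dissolved test compounds | incubation = 30 min at room temperature | benchmarks = DMSO wells, no-enzyme wells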
# mIAP inh – inhibitors of mouse IAP, primary screen, biochemical, luminescence, uHTS; purified mouse IAP, CDP-Star luminescence, 30 min; 330,000 compounds, 0.2% hits; inhibition, % at 10 µM; intestinal alkaline phosphatase [Mus musculus];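 active = inhibition of at least 40% at 10 µM in the primary screen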;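 note: plate controls were DMSO with enzyme for no effect and no enzyme wells for full effect; values of inactives mirror those of a sister screen read the other way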
# A3A deaminase – APOBEC3A ssDNA deaminase inhibitors, primary screen, selectivity assay for APOBEC3G inhibitor project, biochemical, FAM/TAMRA oligo cleavage fluorescence; AID 493011, 2011; 330,000 compounds, 0.41% hits; recombinant A3A, FAM/TAMRA ssDNA deamination fluorescence; DNA dC->dU-editing enzyme APOBEC-3A (Homo sapiens), P31941; inhibition, % at 20 µM;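 active = at least 40% inhibition at 20 µM here, with at most 30% in a related deaminase screen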;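 note: plate controls were A3A with DMSO for no effect and wells lacking A3A enzyme for full effect; some results filed as inactive read as strong as hits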
# MPTP block – mitochondrial permeability transition pore inhibitors, primary screen, biochemical, isolated mouse mitochondria, absorbance. Ca2+ swelling absorbance, 30 min. inhibition, % at 10 µM. 360,000 compounds, 1.4% hits. AID 602449, 2012;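 active = inhibition of 50% or more, scaled per plate between neutral and stimulator controls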;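 note: 0% = DMSO wells given calcium and 100% = 1 mM EGTA wells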
# Active calls of the source: *; nt = not tested or not shown. Hits appear at their usual frequency; about 3.3% have a hit in one of these screens.
1: COc1cc(NC(=O)CSc2ncccc2C(=O)OC(C)C)cc(OC)c1
2: O=C(Nc1ccc(C(F)(F)F)cn1)Nc1cccs1
3: COc1ccc2cc(C(=O)Nc3c(C)n(C)n(-c4ccccc4)c3=O)sc(=O)c2c1OC
4: CCCCOc1ccc(C(=O)N/N=C/c2cn[nH]c2-c2ccc(OC)c(OC)c2)cc1
5: Cc1ccc(S(=O)(=O)Nc2ccc(-c3nnc(SCC#N)n3C)cc2)cc1
6: CN1CCN(c2nc3c(c(=O)[nH]c(=O)n3C)n2Cc2ccc(Cl)cc2)CC1
7: Cc1cnc(C(=O)OCC(=O)c2ccccc2)cn1
8: CCN(CC(=O)Nc1c(F)cccc1F)C(=O)/C=C/c1ccc2c(c1)OCO2
compound no.	1	2	3	4	5	6	7	8
mIAP inh	11	-3	1	-18	5	5	4	0
ATG4B inh	7	-9	-5	-8	-2	2	9	4
A3A deaminase	1	-1	3	-2	-4	-3	1	1
MIN6 prolif	-3	2	0	-1	-4	0	-2	-6
mIAP act	0.89	1	0.99	1.2	0.95	0.95	0.96	1
hIAP act	0.97	0.86	0.92	1.2	1	0.85	1.1	1.3
APOBEC3G inh	-9	-11	2	-6	-7	-7	-8	-3
hIAP block	3	14	8	-21	-3	15	-11	-28
MPTP block	5.1	39	-1.7	-20	-0.1	-1.1	-1.2	1.6

# One compound at a time (already shown). Order of screens: mIAP inh	ATG4B inh	A3A deaminase	MIN6 prolif	mIAP act	hIAP act	APOBEC3G inh	hIAP block	MPTP block
# Listed for Cc1ccc(S(=O)(=O)Nc2ccc(-c3nnc(SCC#N)n3C)cc2)cc1 : 5	-2	-4	-4	0.95	1	-7	-3	-0.1
# Listed for O=C(Nc1ccc(C(F)(F)F)cn1)Nc1cccs1 : -3	-9	-1	2	1	0.86	-11	14	39
# Listed for COc1cc(NC(=O)CSc2ncccc2C(=O)OC(C)C)cc(OC)c1 : 11	7	1	-3	0.89	0.97	-9	3	5.1

# Carrying on:
9: COc1ccc(N(CC(=O)NCc2cccnc2)S(=O)(=O)c2ccc(C)c([N+](=O)[O-])c2)cc1
10: CCN(CC)C(=O)CSc1nc(-c2ccc(C)cc2)nc2c1COC(C)(C)C2
11: CC1(C(=O)O)CCC(C(=O)NNC(=O)c2ccccc2O)C1(C)C (stereo not given)
12: O=C(Cc1ccccc1)NC1CCN(S(=O)(=O)c2cccc(F)c2)CC1
13: CN(C)S(=O)(=O)c1cccc(NC(=S)NC2CCCCC2)c1
14: Cc1cc2c(SCC(=O)N3CCN(c4ccccc4)CC3)ncnc2s1
15: COc1ccc(N2C(=O)c3ccccc3C2O)cc1 (stereo not given)
16: CCC1=NN(C(=O)Cc2ccc(OC)c(OC)c2)C(O)(C(F)(F)F)C1 (stereo not given)
compound no.	9	10	11	12	13	14	15	16
mIAP inh	-15	16	-11	-1	-87	6	-5	2
ATG4B inh	-10	-2	-3	-10	1	4	9	-6
A3A deaminase	2	0	0	-4	1	-1	-3	-1
MIN6 prolif	1	1	-2	-3	4	2	-1	2
mIAP act	1.1	0.84	1.1	1	1.9	0.94	1.1	0.98
hIAP act	1.1	0.84	1.5	0.93	1.2	0.94	1.1	0.89
APOBEC3G inh	3	-2	-3	-3	-3	-9	-28	-4
hIAP block	-11	16	-46	7	-19	6	-12	11
MPTP block	0.4	3.6	-0.6	0.6	3.9	-0.5	0.1	-0.4

17: Cc1nnc(NC(=O)C2c3ccccc3Oc3ccccc32)s1
18: COCC(=O)N1CCC(Oc2ccc(C(=O)N(C)C(C)c3ccon3)cc2)CC1 (stereo not given)
19: O=C(Cn1ccc2ccccc2c1=O)NCCC(=O)Nc1ccc2c(c1)OCCO2
20: CN1CCN(c2ccc(NS(=O)(=O)c3ccc(Cl)cc3)cn2)CC1
21: Cc1csc(SCC(=O)Nc2nc(-c3ccccc3)cs2)n1
22: COc1cccc2[nH]c3c(N4CCCCC4)ncnc3c12
23: O=C(COC(=O)c1ccc(Cl)nc1)NC(=O)c1ccccc1
24: Cc1nnc(SCC(=O)NC2CCCCC2)n(N)c1=O
compound no.	17	18	19	20	21	22	23	24
mIAP inh	9	-1	4	4	-7	6	-3	15
ATG4B inh	-3	26	-10	-8	-1	-3	-4	10
A3A deaminase	-15	-4	-2	-5	-1	0	1	-5
MIN6 prolif	-1	-1	-3	-1	0	0	-2	0
mIAP act	0.91	1	0.96	0.96	1.1	0.94	1	0.85
hIAP act	0.99	1.2	1	1.1	0.95	0.93	1.1	0.95
APOBEC3G inh	11	-7	-7	-8	-5	-7	-9	-7
hIAP block	1	-19	-2	-7	5	7	-14	5
MPTP block	-0.7	-0.6	1.3	0.0	-0.2	-1.8	0.9	-3.2

25: Cc1ccc2cn[nH]c2c1NC(N)=S
26: COc1ccc(-c2nnc(SCC(=O)NC(C)c3ccccc3)o2)cc1OC (stereo not given)
27: CS(=O)(=O)c1ccc(C(=O)NCc2ccc(F)cc2)cc1
28: O=C(c1ccccc1C(=O)N1CCN(c2ccccc2)CC1)N1CCN(c2ccccc2)CC1
29: Cc1ccc(S(=O)(=O)N2CCCC(CCC(=O)NCc3ccccc3F)C2)s1 (stereo not given)
30: Cc1cc(C)n(-c2ncc(C#N)cn2)n1
31: CCN1CCC(NC(=O)Nc2ccccc2C(=O)OC)CC1
32: COc1ccccc1/C=N\NC(=O)c1ccc(COc2ccc(C)c(C)c2)o1
compound no.	25	26	27	28	29	30	31	32
mIAP inh	3	8	2	-11	-14	1	7	-1
ATG4B inh	7	-4	-1	6	-4	-6	-4	0
A3A deaminase	-3	-16	1	-3	-2	2	-3	0
MIN6 prolif	-1	1	-2	2	5	-4	0	-2
mIAP act	0.97	0.92	0.98	1.1	1.1	0.99	0.93	1
hIAP act	0.81	1.1	1.1	1	1.1	0.92	1	0.94
APOBEC3G inh	-4	-5	-6	-2	-6	0	-5	-7
hIAP block	18	-11	-8	-4	-13	8	-4	6
MPTP block	-0.8	-0.3	5.0	-0.6	-1.2	-2.4	-1.2	5.0

33: O=C(N1CCOCCOc2ccccc2OCCOCC1)C(F)(F)F
34: COc1ccc(NC(=O)CS(=O)CC(=O)N2CCN(C3CCCC3)CC2)cc1 (stereo not given)
35: CCc1cc2cccc(C)c2nc1SCC(=O)c1ccc(NC(C)=O)cc1
36: Cn1c(SCC2CCCO2)nnc1-c1ccncc1 (stereo not given)
37: COc1ccc(N(C(=O)CNC(=O)c2ccco2)C(C(=O)NCC2CCCO2)c2ccccc2)c(OC)c1 (stereo not given)
38: COC(=O)/C(=C\c1c(OC)cc(OC)cc1OC)C(=O)c1ccc2c(c1)OCO2
39: CN(C)c1ccc(/C=C(/C(=O)c2ccc(Cl)cc2Cl)n2cncn2)cc1
40: CCOC(=O)c1cc(C(C)C)sc1NC(=O)COC(=O)c1nccnc1N
compound no.	33	34	35	36	37	38	39	40
mIAP inh	-1	7	5	-2	2	-1	42*	1
ATG4B inh	-5	6	12	-1	0	3	2	-4
A3A deaminase	-4	-3	0	1	0	-2	0	0
MIN6 prolif	-3	-2	-3	3	1	7	0	-1
mIAP act	1	0.93	0.95	1	0.98	1	0.58	0.99
hIAP act	0.94	1	0.88	0.91	0.85	1	0.75	1.1
APOBEC3G inh	-6	-8	-5	0	-5	-6	-9	0
hIAP block	6	-3	12	9	15	-3	25	-12
MPTP block	-0.2	-0.2	2.0	-0.6	-0.7	0.6	-8.5	0.6

41: CSc1nnc(CSCc2ccc(Cl)cc2Cl)n1-c1ccccc1
42: O=C(N/N=C/c1ccc2c(c1)OCO2)c1ccc(NS(=O)(=O)c2cccs2)cc1
43: CCN1CCN(S(=O)(=O)c2ccc(Cl)c(C(=O)NC3CC3)c2)CC1
44: O=C(CN1C(=O)NC2(CCCCCC2)C1=O)Nc1ccc(Cl)c([N+](=O)[O-])c1
45: CNC(=O)C(=O)Nc1cc2c3c(c1)C(C)C(=O)N3CCC2 (stereo not given)
46: CCCCNS(=O)(=O)c1ccc2nc(SCC(=O)Nc3cccc(F)c3)[nH]c2c1
47: COc1ccc2[nH]cc(CCNC(=O)CCC3CCCCC3)c2c1
48: CC(=O)c1cccc(NS(=O)(=O)c2ccc3c(c2)oc(=O)n3C)c1
compound no.	41	42	43	44	45	46	47	48
mIAP inh	10	-9	-3	-1	4	0	-21	-3
ATG4B inh	32	-6	0	-2	1	-15	-7	-4
A3A deaminase	-2	1	-2	0	-4	1	-5	2
MIN6 prolif	-4	-1	0	-5	3	-5	-3	2
mIAP act	0.9	1.1	1	1	0.96	1	1.2	1
hIAP act	1.1	1.2	1	0.96	1.3	1.1	1	1.1
APOBEC3G inh	-4	0	-2	-2	-6	1	-7	1
hIAP block	-6	-17	-4	4	-27	-11	0	-5
MPTP block	-1.9	-0.6	-0.2	-0.6	-0.8	41	1.6	3.6

49: CCCCCCN[C@H]1CCC2C3CC=C4C[C@@H](O)CC[C@]4(C)C3CC[C@@]21C (stereo not given in full)
50: Cc1ccc(S(=O)(=O)c2cc3c(=O)n4ccccc4nc3n(Cc3ccco3)c2=N)cc1C
51: CCOC(=O)Cc1csc(NC(=O)CSc2nnc(-c3ccc(NS(=O)(=O)CC)cc3)o2)n1
52: CN(CC(=O)Nc1ccc(OC(F)(F)F)cc1)S(=O)(=O)c1cnc[nH]1
53: CC(=O)CN1Cc2ccccc2/C1=N\C(=O)Nc1ccccc1
54: O=C(Nc1ccc(S(=O)(=O)N2CCCCC2)cc1)c1ccccc1F
55: C#CCOCCOCCOCCNc1nc(N2CCN(C(=O)[C@H](CCCCN)n3cc(CN)nn3)CC2)nc(N2CCN(C(=O)[C@H](CCC(=O)O)n3cc([C@@H](N)CCSC)nn3)CC2)n1
56: Cc1ccsc1CN1CC(=O)N(c2c(C)cccc2C)C1=S
57: O=C(NC(=S)N(Cc1ccccc1)Cc1ccccc1)C1CCCCC1
58: O=C(Nc1ccc2c(c1)CCCN2C(=O)c1cccs1)c1ccccc1
compound no.	49	50	51	52	53	54	55	56	57	58
mIAP inh	1	1	6	-8	-1	5	-13	0	33	-10
ATG4B inh	1	5	-10	0	3	-6	-4	85*	12	-1
A3A deaminase	-2	8	1	0	0	-1	0	-5	3	-6
MIN6 prolif	-7	-4	1	3	-2	0	1	-6	-2	-6
mIAP act	0.99	0.99	0.94	1.1	1	0.95	1.1	1	0.67	1.1
hIAP act	1	0.8	0.91	0.92	1.2	1.1	1.2	1.1	1.1	0.93
APOBEC3G inh	-11	11	-4	4	-2	-7	-2	-4	0	-9
hIAP block	-2	20	9	8	-19	-9	-15	-6	-10	7
MPTP block	25	nt	-1.0	-1.4	1.1	1.0	0.1	1.9	-0.4	-1.0
